# influenza NS1A: NS1A inhibition, H1N1 influenza, cell based functional assay (AID 504329). NS1A functional cell-based assay, percent inhibition; higher % means a stronger effect. inhibition, % at 12.5 µM; hits with a dose series show IC50 in µM. 340,000 compounds, 0.3% hits; in the data active means a potency from the dose series; inconclusive means inhibition above about 27% without an active follow-up result; further: strong numbers were not always called active
# M. tuberculosis: growth inhibition of non-replicating M. tuberculosis (AID 488890) | Mycobacterium tuberculosis non-replicating, growth inhibition; higher % means a stronger effect | inhibition, % at 25 µM, or IC50 in µM where a hit was titrated | 320,000 compounds, 0.39% hits; in the data active means a potency from the dose series; inconclusive means inhibition mostly from about 82% at the one dose, without a potency; inactive means the rest, 99 in 100 with inhibition below about 76%;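 further: plate controls were DMSO cells for no effect and high antibiotic wells for full effect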
# inhibitors of VEEV: inhibitors of VEEV TC-83 cytopathic effect, confirmation, Vero cells (AID 588727); Vero cells, VEEV TC-83 cytopathic effect inhibition; higher % means a stronger effect; inhibition, % at 20 µM; hits with a dose series show IC50 in µM; 350,000 compounds, 0.13% hits; in the data active means a potency from the dose series; inconclusive means inhibition mostly from about 14% at the one dose, without a potency; inactive means the rest, 99 in 100 with inhibition below about 12%; further: strong numbers were not always called active
# Salmonella PhoP GFP: Inhibition of PhoP regulon, Salmonella typhi GFP reporter cells, confirmation, 4 h (AID 1850). Salmonella Typhi PhoP-promoter GFP reporter, fluorescence, 4 h; higher % means a stronger effect. inhibition, % at 50 µM, or IC50 in µM where a hit was titrated. 310,000 compounds, 0.33% hits; in the data active means a potency from the dose series; inconclusive means inhibition mostly from about 25% at the one dose, without a potency; inactive means the rest, 99 in 100 with inhibition below about 19%;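 further: 0% = induced wells with vehicle and 100% = uninduced wells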
# H37Rv inhibition: M. tuberculosis growth inhibition, HTS (AID 449762). M. tuberculosis H37Rv growth inhibition, 7H9 media; higher % means a stronger effect. one-dose inhibition, % at 25 µM; IC50 in µM for titrated hits. 330,000 compounds, 0.59% hits; in the data active means a potency from the dose series; inconclusive means inhibition above about 70% without an active follow-up result;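 further: bacterial growth assessed after seven days of incubation; strong numbers were not always called active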
# An asterisk follows results filed as active; i = inactive; ? = inconclusive; · = no result given.
# Screens by letter: A = influenza NS1A; B = M. tuberculosis; C = inhibitors of VEEV; D = Salmonella PhoP GFP; E = H37Rv inhibition
(1) O=C(Cc1ccccc1)OCC(=O)N1CCN(S(=O)(=O)c2ccc(Cl)cc2)CC1
  A = 2%; B = -12%; C = 0.4%; D = -4%; E = -1%

(2) Cc1ccc(S(=O)(=O)N2CCN(C(=O)COC(=O)CNC(=O)c3ccccc3)CC2)c(C)c1
  A = -3%; B = -3%; C = 0.4%; D = 2%; E = -2%

(3) CCS(=O)(=O)Nc1cccc(-c2cn3c(n2)SCC3)c1
  A = -6%; B = -3%; C = 0.7%; D = 1%; E = -7%

(4) O=S(=O)(Nc1cccc(S(=O)(=O)N2CCCCC2)c1)c1ccc(Cl)s1
  A = 1%; B = 16%; C = 1.4%; D = ·; E = -4%

(5) Cc1noc(C)c1C(=O)N1CCCC(C(=O)c2cccc(OC(C)C)c2)C1 (stereo not drawn)
  A = 3%; B = 2%; C = 1.9%; D = 7%; E = 1%

(6) Cc1c(Br)c([N+](=O)[O-])nn1CC(=O)N1CCc2ccccc2C1
  A = -6%; B = -11%; C = 0.0%; D = -2%; E = 6%

(7) Cc1cc(C)nc(/N=C(/NC(=O)Nc2cccc(Cl)c2)Nc2ccccc2)n1
  A = -5%; B = -7%; C = 2.9%; D = 3%; E = 5%

(8) Cc1ccc(S(=O)(=O)N2CCN(C(=O)CN3C(=O)NC4(CCOc5ccccc54)C3=O)CC2)cc1 (stereo not drawn)
  A = -3%; B = 4%; C = 0.9%; D = 9%; E = -7%

(9) COC(=O)c1cnn(-c2nc(OC)cc(OC)n2)c1C
  A = 7%; B = -11%; C = 0.1%; D = -3%; E = 6%

(10) CN1N=C2c3ccccc3CCCC2C1c1ccc(F)cc1 (stereo not drawn)
  A = -11%; B = 13%; C = 1.2%; D = 12%; E = 20%

(11) CC1CN(C2CCN(C(=O)c3ccccc3)CC2)CC(C)O1 (stereo not drawn)
  A = -12%; B = -3%; C = 0.2%; D = 1%; E = -8%

(12) Cc1cccc(-n2cnc(C(=O)NNC(=S)Nc3ccc(Cl)cc3)c2)n1
  A = 8.2µM*; B = 0%; C = 13%; D = 2%; E = 6%

(13) O=C1CCCC(=O)C1CS(=O)(=O)c1ccccc1
  A = -3%; B = -17%; C = 2.2%; D = -2%; E = -1%

(14) CCOC(=O)/C=c1/s/c(=C/c2ccc3cc(OC)ccc3c2)c(=O)n1CC(=O)NCC1CCCO1 (stereo not drawn)
  A = 0%; B = ·; C = 9.7%; D = ·; E = ·

(15) COc1ccc(Nc2nc3c(C)cccc3cc2C#N)c(OC)c1
  A = 3%; B = -1%; C = 0.8%; D = -4%; E = -5%

(16) O=C(COc1ccccc1)Nc1ncc2c(n1)CCCC2=O
  A = -2%; B = 16%; C = 4.0%; D = -9%; E = 11%

(17) Nc1c(N(CCO)C(=O)/C=C/c2ccco2)c(=O)[nH]c(=O)n1Cc1ccccc1
  A = -4%; B = 8%; C = 1.2%; D = 0%; E = -3%

(18) Cc1noc(C)c1COc1cccc(C(=O)Nc2ccc3c(c2)OCO3)c1
  A = -9%; B = 29%; C = 5.5%; D = 5%; E = -1%

(19) COc1cc(CCC(=O)OCC(=O)Nc2ccc(C(N)=O)cc2)cc(OC)c1OC
  A = 2%; B = 14%; C = 2.7%; D = 0%; E = 3%

(20) CCCc1cc(=O)oc2cc(OCC(=O)Nc3ccc(S(N)(=O)=O)cc3)ccc12
  A = 7%; B = -11%; C = i; D = 6%; E = 6%

(21) COc1ccc(NC(=O)COC(=O)CNC(=O)C2CCCCC2)cc1OC
  A = 0%; B = -1%; C = 0.4%; D = ·; E = -5%

(22) O=C(CCc1nnc(-c2ccc3c(c2)OCO3)o1)NC(c1ccccn1)C(F)(F)F (stereo not drawn)
  A = 6%; B = -6%; C = i; D = -4%; E = -3%

(23) Cc1ccc(N(C)S(=O)(=O)c2cccc(C(=O)Nc3nc4ccccc4[nH]3)c2)cc1
  A = -3%; B = -6%; C = 11%; D = -9%; E = 6%

(24) COc1ccccc1N1CCN(C(=O)c2noc(C(C)C)c2[N+](=O)[O-])CC1
  A = 11%; B = -2%; C = 0.8%; D = -5%; E = 1%

(25) CCOc1ccc(Cc2nnc(SCC(=O)c3ccc(OC)cc3)o2)cc1
  A = -4%; B = 61%; C = 0.5%; D = 11%; E = 63%

# The list goes on:
# Screens by letter: A = influenza NS1A; B = M. tuberculosis; C = inhibitors of VEEV; D = Salmonella PhoP GFP; E = H37Rv inhibition
(26) COc1ccc(CNC(=O)Cn2nc(C(F)(F)F)c(Br)c2C)cc1
  A = -1%; B = 8%; C = i; D = 3%; E = -3%

(27) N#Cc1sc(NCc2cccc(Cl)c2)nc1Cl
  A = -23%; B = 45%; C = 1.1%; D = -1%; E = 11%

(28) Cc1c(C(N)=O)sc2ncn(CC(=O)N3CCC(C)CC3)c(=O)c12
  A = 7%; B = 1%; C = 0.1%; D = -7%; E = 0%

(29) c1ccc(-c2nc(SCc3nc4ccccc4[nH]3)c3oc4ccccc4c3n2)cc1
  A = 7%; B = -9%; C = 0.7%; D = ·; E = 3%

(30) Cn1c(=O)c2cc(NCc3ccccc3)nnc2n(C)c1=O
  A = 6%; B = ?; C = 1.0%; D = 0%; E = 99%

(31) CCN(C[C@H]1N[C@@](C)(C(=O)OC)[C@H]2C(=O)N(C)C(=O)[C@@H]12)C(=O)c1ccc(C(C)(C)C)cc1
  A = 2%; B = -6%; C = 1.6%; D = ·; E = -2%

(32) Cc1ccc(C(=O)N(Cc2cccnc2)Cc2cc3cc(C)ccc3n3nnnc23)cc1
  A = 2%; B = -5%; C = 9.0%; D = -11%; E = 4%

(33) Cc1cccc(C)c1NC(=O)CN(C)C(=O)c1cccc(S(=O)(=O)N2CCN(c3ccc(F)cc3)CC2)c1
  A = -10%; B = 26%; C = 0.9%; D = 2%; E = 45%

(34) COc1ccc(Cc2nc(-c3ccc(Br)o3)no2)cc1OC
  A = 1%; B = 16%; C = 4.3%; D = 10%; E = -1%

(35) CCn1cc(S(=O)(=O)NCCc2ccccc2OC)cn1
  A = -2%; B = 8%; C = 0.1%; D = -3%; E = 4%

(36) COc1cc(/C=N/NC(=O)c2cc(-c3cccn3C)n[nH]2)cc(OC)c1OC
  A = 12%; B = 57%; C = i; D = -20%; E = 51%

(37) CC1(C(=O)Nc2ccc(S(=O)(=O)Nc3ncccn3)cc2)CCCC1
  A = -4%; B = 1%; C = 3.2%; D = ·; E = 3%

(38) CC(=O)Nc1cccc(C(=O)OCCCOc2ccc(F)cc2)c1
  A = 11%; B = 31%; C = 4.0%; D = -5%; E = -2%

(39) N/C(=N/OC(=O)c1ccc(Cl)cc1)c1ncc([N+](=O)[O-])s1
  A = ·; B = 7.5µM*; C = 0.3%; D = 0%; E = ?

(40) CC(=O)N1CCN(S(=O)(=O)c2cccc(C(=O)NC3CCC(C)CC3)c2)CC1 (stereo not drawn)
  A = -2%; B = 19%; C = i; D = 1%; E = -7%

(41) COc1ccc(Nc2nnc(SCC(=O)Nc3ccc4[nH]c(=O)[nH]c4c3)s2)cc1
  A = -8%; B = -1%; C = 0.3%; D = -2%; E = 6%

(42) CCCCn1c(N)c(N(CCOC)C(=O)c2nn(CC)c(=O)c3ccccc23)c(=O)[nH]c1=O
  A = 3%; B = -7%; C = 0.3%; D = 10%; E = -3%

# Ordered by count of non-hydrogen atoms (highest first): part of the list above.
# Screens by letter: A = influenza NS1A; B = M. tuberculosis; C = inhibitors of VEEV; D = Salmonella PhoP GFP; E = H37Rv inhibition
(37) CC1(C(=O)Nc2ccc(S(=O)(=O)Nc3ncccn3)cc2)CCCC1
  A = -4%; B = 1%; C = 3.2%; D = ·; E = 3%

(28) Cc1c(C(N)=O)sc2ncn(CC(=O)N3CCC(C)CC3)c(=O)c12
  A = 7%; B = 1%; C = 0.1%; D = -7%; E = 0%

(27) N#Cc1sc(NCc2cccc(Cl)c2)nc1Cl
  A = -23%; B = 45%; C = 1.1%; D = -1%; E = 11%

# Records 26 through 38, reprinted for reference:
# Screens by letter: A = influenza NS1A; B = M. tuberculosis; C = inhibitors of VEEV; D = Salmonella PhoP GFP; E = H37Rv inhibition
(26) COc1ccc(CNC(=O)Cn2nc(C(F)(F)F)c(Br)c2C)cc1
  A = -1%; B = 8%; C = i; D = 3%; E = -3%

(27) N#Cc1sc(NCc2cccc(Cl)c2)nc1Cl
  A = -23%; B = 45%; C = 1.1%; D = -1%; E = 11%

(28) Cc1c(C(N)=O)sc2ncn(CC(=O)N3CCC(C)CC3)c(=O)c12
  A = 7%; B = 1%; C = 0.1%; D = -7%; E = 0%

(29) c1ccc(-c2nc(SCc3nc4ccccc4[nH]3)c3oc4ccccc4c3n2)cc1
  A = 7%; B = -9%; C = 0.7%; D = ·; E = 3%

(30) Cn1c(=O)c2cc(NCc3ccccc3)nnc2n(C)c1=O
  A = 6%; B = ?; C = 1.0%; D = 0%; E = 99%

(31) CCN(C[C@H]1N[C@@](C)(C(=O)OC)[C@H]2C(=O)N(C)C(=O)[C@@H]12)C(=O)c1ccc(C(C)(C)C)cc1
  A = 2%; B = -6%; C = 1.6%; D = ·; E = -2%

(32) Cc1ccc(C(=O)N(Cc2cccnc2)Cc2cc3cc(C)ccc3n3nnnc23)cc1
  A = 2%; B = -5%; C = 9.0%; D = -11%; E = 4%

(33) Cc1cccc(C)c1NC(=O)CN(C)C(=O)c1cccc(S(=O)(=O)N2CCN(c3ccc(F)cc3)CC2)c1
  A = -10%; B = 26%; C = 0.9%; D = 2%; E = 45%

(34) COc1ccc(Cc2nc(-c3ccc(Br)o3)no2)cc1OC
  A = 1%; B = 16%; C = 4.3%; D = 10%; E = -1%

(35) CCn1cc(S(=O)(=O)NCCc2ccccc2OC)cn1
  A = -2%; B = 8%; C = 0.1%; D = -3%; E = 4%

(36) COc1cc(/C=N/NC(=O)c2cc(-c3cccn3C)n[nH]2)cc(OC)c1OC
  A = 12%; B = 57%; C = i; D = -20%; E = 51%

(37) CC1(C(=O)Nc2ccc(S(=O)(=O)Nc3ncccn3)cc2)CCCC1
  A = -4%; B = 1%; C = 3.2%; D = ·; E = 3%

(38) CC(=O)Nc1cccc(C(=O)OCCCOc2ccc(F)cc2)c1
  A = 11%; B = 31%; C = 4.0%; D = -5%; E = -2%

# Quoted from the listing:
# influenza NS1A result of cpd 30 stands at 6%
# M. tuberculosis result of cpd 37 stands at 1%

# Bioassay records deposited in PubChem BioAssay by Southern Research Specialized Biocontainment Screening Center.
